POLI inh = inhibitors of human DNA polymerase iota; Q9UNA4; Pol iota fluorescent replication assay, 10 min; Potency, µM (titrated, usually from 115 µM), for inactives: top-dose activity, negative = inhibition, most hits filed as inhibitors; 390,000 compounds, 1% hits; AID 588590
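Fluorescent replication assay read twice, at 0 min and 10 min after adding 50 nM (final) substrate. Enzyme (10 nM) and compounds were first incubated 15 min at room temperature; enzyme-free buffer wells were negative controls.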
BLM helicase inh = inhibitors of human Bloom syndrome helicase BLM; Potency, µM (titrated, usually from 56.1 µM), for inactives: top-dose activity change, negative = inhibition, most hits filed as inhibitors; recombinant BLM DNA unwinding, fluorescence dequenching; 350,000 compounds, 0.2% hits;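 further: plate controls were vehicle for no effect and no enzyme for full effect; nearly all actives have a fitted effect of over 35% in size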
G9a inh = G9a (human) methyltransferase inhibition; Q96KQ7; AID 504332; G9a H3K9 monomethylation, AlphaScreen, 2 h; 350,000 compounds, 8.8% hits; Potency, µM (highest dose often 102 µM), for inactives: at the highest dose activity, negative = inhibition, usual class: inhibitors; further: on the % scale 0 is the no-effect control and ±100 the full control effect; nearly all actives have a fitted effect of over 75% in size
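AlphaScreen detection with an anti-monomethyl H3K9 antibody quantified product after a 2 h room-temperature reaction containing 500 nM biotinylated H3K9 peptide, 20 µM SAM and 20 nM enzyme, which had been preincubated 15 min with compound.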
POLB inh = inhibitors of human DNA polymerase beta. Pol beta primer extension/strand displacement, fluorescence kinetic. Potency, µM (top dose mostly 114 µM), for the others: at the highest dose activity change, negative = inhibition, actives largely listed as inhibitors. 340,000 compounds, 1.3% hits. AID 485314; further: on the % scale 0 is the no-effect control and ±100 the full control effect
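Pol beta (10 nM) was preincubated with compound for 15 min at room temperature. The reaction was then started with 50 nM substrate and read immediately and after a further 10 min at room temperature.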
JMJD2A Tudor = inhibitors of human JMJD2A Tudor domain. O75164. AlphaScreen JMJD2A-Tudor / H3K4me3 peptide binding. Potency, µM (series often up to 114 µM), for the others: at the top dose activity change, negative = inhibition, actives largely listed as inhibitors. 390,000 compounds, 4.4% hits; further: on the % scale 0 is the no-effect control and ±100 the full control effect; nearly all actives have a fitted effect of over 50% in size
Target sequence (O75164 whole entry, looked up, the tested form may be a part): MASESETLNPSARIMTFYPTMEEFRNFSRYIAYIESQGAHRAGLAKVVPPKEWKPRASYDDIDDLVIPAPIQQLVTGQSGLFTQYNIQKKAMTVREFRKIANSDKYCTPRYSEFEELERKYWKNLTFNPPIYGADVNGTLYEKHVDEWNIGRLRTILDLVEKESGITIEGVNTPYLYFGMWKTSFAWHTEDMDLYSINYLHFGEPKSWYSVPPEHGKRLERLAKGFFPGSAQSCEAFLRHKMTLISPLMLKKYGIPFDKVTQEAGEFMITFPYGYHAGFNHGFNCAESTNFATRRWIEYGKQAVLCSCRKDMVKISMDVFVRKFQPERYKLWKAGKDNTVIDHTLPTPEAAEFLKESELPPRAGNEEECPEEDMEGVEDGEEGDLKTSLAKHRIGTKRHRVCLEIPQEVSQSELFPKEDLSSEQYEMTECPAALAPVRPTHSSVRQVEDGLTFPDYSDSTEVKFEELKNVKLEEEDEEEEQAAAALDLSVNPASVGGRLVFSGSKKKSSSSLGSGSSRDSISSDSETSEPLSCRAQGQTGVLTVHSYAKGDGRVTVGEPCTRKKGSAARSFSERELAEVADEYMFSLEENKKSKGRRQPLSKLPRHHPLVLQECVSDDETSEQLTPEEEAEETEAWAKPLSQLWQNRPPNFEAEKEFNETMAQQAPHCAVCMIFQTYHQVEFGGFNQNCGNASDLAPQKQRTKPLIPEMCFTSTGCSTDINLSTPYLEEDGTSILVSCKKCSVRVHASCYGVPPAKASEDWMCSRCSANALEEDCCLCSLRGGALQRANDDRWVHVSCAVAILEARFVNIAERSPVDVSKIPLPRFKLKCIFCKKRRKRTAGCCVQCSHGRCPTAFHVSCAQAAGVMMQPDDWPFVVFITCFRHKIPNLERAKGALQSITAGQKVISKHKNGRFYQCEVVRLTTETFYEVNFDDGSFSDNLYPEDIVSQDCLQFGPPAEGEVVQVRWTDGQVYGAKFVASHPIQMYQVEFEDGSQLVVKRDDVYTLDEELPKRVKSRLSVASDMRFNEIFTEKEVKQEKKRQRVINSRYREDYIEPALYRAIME
Pol eta inh = inhibitors of human DNA polymerase eta; Q9Y253; recombinant Pol eta, fluorescent DNA replication assay; Potency, µM (highest dose often 114 µM), for the others: at the highest dose activity change, negative = inhibition, hits mostly inhibitors; 390,000 compounds, 1.2% hits; further: on the % scale 0 is the no-effect control and ±100 the full control effect
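Pol eta (10 nM) was preincubated with compounds for 15 min at room temperature, after which fluorescent replication substrate (50 nM final) was added to start the reaction. Fluorescence was read kinetically at 0 and 10 min.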
Pol kappa inh = inhibitors of human DNA polymerase kappa | 400,000 compounds, 0.53% hits | purified Pol kappa, fluorescent DNA synthesis assay, 10 min | AID 588579 | Potency, µM (titrated, usually from 107 µM), for the others: at the highest dose activity, negative = inhibition, hits mostly inhibitors; further: on the % scale 0 is the no-effect control and ±100 the full control effect
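10 nM Pol kappa preincubated 15 min at room temperature with compounds, then reaction started with substrate at 50 nM final. Fluorescence read kinetically at 0 and 10 min; buffer-only wells served as negative control.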
BAZ2B inh = inhibitors of human BAZ2B bromodomain | AlphaScreen BAZ2B-H3K14Ac peptide displacement | Potency, µM (top dose mostly 114 µM), for inactives: at the highest dose activity change, negative = inhibition, hits mostly inhibitors | 360,000 compounds, 4.4% hits | AID 504333; further: on the % scale 0 is the no-effect control and ±100 the full control effect; nearly all actives have a fitted effect of over 60% in size
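AlphaScreen displacement: compounds (up to 110uM) incubated 30 min at room temperature with a preformed 50 nM BAZ2B/50 nM biotinylated H3K14Ac peptide complex in PBS pH 7.4 with Tween-20. Donor and acceptor beads at 10 ug/mL final added, 20 min light-protected before reading.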
APE1 inh = blocks human APE1 abasic DNA cleavage | P27695 | recombinant APE1, TAMRA/BHQ-2 abasic DNA cleavage fluorescence | Potency, µM (top dose mostly 65.8 µM), for the others: top-dose activity change, negative = inhibition, actives largely listed as inhibitors | 350,000 compounds, 0.35% hits;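 further: plate controls were vehicle for no effect and reference inhibitor for full effect; nearly all actives have a fitted effect of over 55% in size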
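0.75 nM APE1 + cpd, 15 min RT; start w/ 50 nM TAMRA/BHQ-2 THF-abasic dsDNA; kinetic fluor 525/598 nm ×3 reads @60 s; Δ(read3−read1); normalized to DMSO and NSC13755 control wells.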
Numbers without * were called inactive; ? = inconclusive; / = not tested or not shown; [ ] = another dose, or the depositor's remark. The call rests on the fitted dose curve; in most records, active means well fitted curve in the direction sought with a large enough effect; inconclusive means small, poorly fitted or top-dose-only effect, or another doubt; inactive means no such curve, though single readings can be large; an effect the other way counts as inactive or inconclusive. Potency means the concentration at half of the fitted maximal effect.

#	Molecule	BLM helicase inh	POLB inh	JMJD2A Tudor	Pol eta inh	BAZ2B inh	POLI inh	Pol kappa inh	G9a inh	APE1 inh
1	Cc1cccc(C(=O)Nc2ccccc2C(=O)Nc2ccc(C(=O)O)cc2)c1	4.5%	-15.2%	-6.2%	-0.1%	5.3%	51.5%[activator]	7.4%	18.7%	9.9%
2	COc1cccc(NC(=S)N(Cc2ccco2)C(C)c2ccco2)c1 (stereo not given)	-2.6%	8.7%	?	-9.7%	-10.8%	9.7%	-6.5%	23.7%[59 µM]	1.6%
3	COc1ccc(-c2nc(=S)c3ccc4ccccc4c3[nH]2)cc1	-11.2%	-1.1%	-11.5%	-17.6%	-10.0%	95.3%[activator]	7.3%	12.6%	2.1%
4	O=C1CN(C(=O)CC2c3ccccc3-c3ccccc32)CC(=O)N1	1.1%	8.4%	-14.4%[11.4 µM]	-21.0%	-5.4%	6.4%	-0.4%	14.4%[12.7 µM]	0.6%
5	CCCCCCCCNC(=O)/C(C#N)=C/c1ccc(SC)cc1	2.9%	20.5%	-5.0%	-15.5%	5.0%	11.0%	-5.0%	17.5%[59 µM]	2.7%
6	COc1ccc([C@]23Cc4cc(C#N)ccc4C(O2)c2c(cc(-c4ccccc4)oc2=O)O3)cc1	-12.6%[12.4 µM]	?	/	/	-2.9%[22.9 µM]	/	/	/	1.4%[12.4 µM]
7	CCCc1ccc2oc(C(=O)N3CCN(CCC(N)=O)CC3)c(C)c2c1	5.8%	13.1%	-1.4%	-24.1%	9.2%	63.4%[activator]	5.7%	/	17.1%
8	CN(C(=O)c1ccc(NC(=O)Cc2ccc([N+](=O)[O-])cc2)cc1)C1CCCC1	/	/	-26.4%	-0.7%	/	?	2.3%	/	-6.5%
9	O=C(c1ccc(NC2=NC3CS(=O)(=O)CC3S2)cc1)N1CCN(c2ccccc2)CC1 (stereo not given)	0.7%	3.7%	-20.8%	-12.4%	4.1%	2.6%	-9.9%	/	-1.3%
10	Cc1ccc(OCCNC(=O)C2CC(=O)N(Cc3ccccc3)C2)cc1 (stereo not given)	/	/	-4.5%	-9.2%	-0.3%	18.2%	-7.0%	-22.6%[59 µM]	-1.4%
11	Cc1ccc(S(=O)(=O)ON2C(=O)c3ccccc3C2=O)c(C)c1	2.1%	3.5%[57.1 µM]	50.1µM*	-18.5%	12.7%	111.9%[activator]	1.9%	7.94µM*	15.0%
12	c1ccc2c(NCCCN3CCOCC3)c3ccccc3nc2c1	192.3%[activator]	?	/	/	-14.6%	/	/	50.1µM*	?
13	CC(C)(C)/C=N/NC(=O)C1CC1	-5.5%	?	-12.1%	-3.9%	0.0%	50.1%[activator]	18.8%	10.3%	-1.3%
14	Cc1cc(C)n(-c2nc(-c3cccc(Cl)c3)cs2)n1	-4.8%	0.0%	-6.8%[11.4 µM]	-19.8%	73.2%[activator]	16.4%	-10.6%	63.1%[activator][59 µM]	-4.7%
15	CCOc1ccc(N(CC(=O)NC2CCCC2)C(=O)Cn2nnc(-c3ccc(C)o3)n2)cc1	-2.2%	-1.2%	-24.3%	-8.2%	?	-6.1%	-7.4%	?	4.0%
16	COC(=O)c1cc2c(=O)n3cccc(C)c3nc2n(Cc2cccnc2)c1=N	-0.8%	7.3%	/	/	1.7%	/	/	-3.2%[12.7 µM]	0.0%
17	COCCn1cnnc1SCC(=O)Nc1cccc(S(=O)(=O)N2CCCCC2)c1	/	/	-7.5%	-13.4%	2.7%	2.2%	0.7%	-9.2%[12.7 µM]	5.1%
18	Cn1cc(C(=O)c2ccc(F)cc2)cc1-c1nc2ccccc2n1C	-3.8%	-14.2%	?	-9.0%	?	-3.2%	-8.4%	?	-4.2%
19	Cc1ccc(S(=O)(=O)N2[C@@H](c3ccccc3F)C(C(=O)O)=CC[C@H]2c2ccc(Cl)c(Cl)c2)cc1	/	/	-18.6%	-5.2%	70.8µM*	-11.4%	-15.0%	-28.1%[2.33 µM]	26.0%
20	Cc1ccc(/C=N/NC(=O)c2cccnc2)s1	-1.9%	5.2%	-6.9%	-13.8%	-4.3%	13.7%	6.7%	26.9%[59 µM]	2.2%
21	Nc1nonc1C(=O)NCCNCc1ccccc1	-0.3%	2.4%	-10.0%	-0.7%	2.1%	8.9%	-16.7%	20.8%[59 µM]	-0.5%
22	CC(C)Oc1cccc(C(=O)N/N=C/c2coc3ccccc3c2=O)c1	-5.3%	-6.8%	-9.7%	2.2%	-0.8%	24.9%	-6.4%	-11.2%	13.5%
23	O=C(c1cccc(Cl)c1)C1CCCN(C(=O)c2ccc3c(c2)OCO3)C1 (stereo not given)	-2.2%	-1.6%	-23.6%	-20.2%	-14.2%	18.4%	-3.3%	15.1%	43.5%
24	O=C(N/N=C/c1ccc(O)cc1O)C(=O)N/N=C/c1ccc(O)cc1O	-10.0%	?	2.51µM*	-17.8%	35.5µM*	?	-13.6%	28.0%[59 µM]	-22.2%

Taken from above:
APE1 inh, compound 24 reads -22.2%
BLM helicase inh, compound 20 reads -1.9%
BAZ2B inh, compound 12 reads -14.6%

(further entries)
#	Molecule	BLM helicase inh	POLB inh	JMJD2A Tudor	Pol eta inh	BAZ2B inh	POLI inh	Pol kappa inh	G9a inh	APE1 inh
25	CC(C)OC(=O)c1ccc(N2CCN(c3ccccc3F)CC2)nc1	-12.2%	34.9%	55.5%[activator]	-5.2%	31.4%	11.0%	-18.9%	126.8%[activator]	-8.2%
26	CCOc1ccc(S(=O)(=O)NCC2CCCO2)cc1NC(=O)c1ccccc1F (stereo not given)	-1.9%	1.8%	3.5%	-16.8%	-6.1%	32.1%[activator]	-4.7%	8.0%	24.1%
27	O=C(CSc1nc2scc(-c3ccccc3)c2c(=O)[nH]1)NC1CCCCC1	-7.7%	17.3%	/	/	3.1%	/	/	15.7%	36.1%[activator]
28	COc1cccc(NC(=O)C2CCN(S(=O)(=O)c3cc(-c4noc(C)n4)ccc3C)CC2)c1	-5.8%	19.8%	-10.7%	-16.5%	0.0%	11.4%	-8.2%[60.1 µM]	8.8%[59 µM]	/
29	CC(NC(=O)c1ccccc1F)C12CC3CC(CC(C3)C1)C2 (stereo not given)	/	/	16.9%	-26.0%	15.1%	31.1%[activator]	3.2%	19.9%[2.33 µM]	-0.1%
30	Cc1ccccc1NC(=O)C(=O)NCC(c1ccc2c(c1)OCO2)N1CCN(c2ccccc2)CC1 (stereo not given)	-9.1%	0.1%	-26.1%	-26.3%	?	0.9%	-9.1%[60.1 µM]	-5.5%[59 µM]	/
31	CCC(C)N(C(=O)COC(=O)c1ccc(=O)n(Cc2ccccc2)n1)C1CCS(=O)(=O)C1 (stereo not given)	/	/	-7.5%	-5.8%	-2.0%	55.3%[activator]	-4.4%	8.0%[0.501 µM]	10.5%
32	COc1cc([C@H]2OC[C@H]3[C@@H]2CO[C@H]3c2ccc(O)c(OC)c2)ccc1O	/	/	-17.1%	-14.9%	/	30.0%	-4.7%	/	1.3%
33	NC(=O)CC(NC(=O)Cc1cccc2ccccc12)c1ccc(N2CCC(Cc3ccccc3)CC2)c([N+](=O)[O-])c1 (stereo not given)	1.3%	5.0%	?	0.0%	?	-13.7%	-5.7%	?	13.5%
34	c1cc(-n2cnnn2)ccc1NC1=NCCC1	2.7%	-24.4%	-4.3%	-10.7%	-5.8%	16.0%	2.3%	-10.5%[12.7 µM]	-3.7%
35	Cc1ccc(N2C(=O)c3n[nH]c(C)c3C2c2ccco2)cc1 (stereo not given)	1.5%	14.3%	-18.0%	-18.3%	4.3%	8.0%	-0.3%	-3.8%[12.7 µM]	15.7%
36	O=S(=O)(CCN1CCN(C(c2ccccc2)c2ccccc2)CC1)C(F)(F)F	-3.1%	9.7%	-15.7%	-2.6%	/	15.1%	-8.1%	3.55µM*	-2.4%
37	Cc1c(CCO)c(=O)n(C)n1C(=O)c1ccc(Cl)cc1	-0.1%	5.2%	-11.2%	-1.4%	6.0%	15.9%	-4.2%	25.5%	-0.8%
38	Cc1ccc(S(=O)(=O)N2CCN(C)CC2)c2nsnc12	1.4%	27.0%	0.0%	-1.2%	8.4%	27.3%	1.2%	3.5%	-6.7%
39	CSc1nc(-c2ccccc2F)c(C#N)c(=O)n1C	-6.9%	15.9%	-19.3%	-2.0%	-1.6%	12.2%	-4.2%	8.0%	-3.3%
40	COc1ccc(/C(C)=N/NC(=O)Cn2nc([N+](=O)[O-])cc2C)cc1	-0.5%	-0.8%	6.4%	-9.3%	-1.3%	28.0%	3.1%	/	-4.1%
41	COc1ccc(NC(=O)N(CCN2CCCC2)Cc2cc3cc(OC)c(OC)cc3[nH]c2=O)cc1	1.8%	-1.4%	-12.4%	-14.6%	-9.2%	17.3%	-6.1%	-16.2%[59 µM]	3.4%
42	CCNCC(O)COCC(O)CNCC (stereo not given)	-1.1%	-6.7%	-7.9%	2.1%	5.3%	11.1%	-1.5%	?	8.0%
43	O=C(CC1C(=O)NCCN1Cc1cccc(C(F)(F)F)c1)NCCCOc1cccnc1 (stereo not given)	-4.9%	5.9%	2.3%	-9.8%	-17.2%	-2.8%	3.8%	?	14.2%
44	COc1ccccc1C(=O)Oc1ccccc1C(=O)Nc1ccccc1	-4.0%	8.5%	-14.5%	-16.2%	2.3%	16.3%	-3.1%	-7.3%	-3.3%
45	O=c1[nH]c2cc(Br)cnc2nc1/C=C(\O)c1ccc(F)cc1	-2.9%	25.8%	-4.2%	-6.3%	10.3%	-3.8%	1.2%	-7.1%[59 µM]	-1.0%
46	O=C(/C=C/c1cccc([N+](=O)[O-])c1)N1CCOCC1	5.8%	13.6%	-10.6%	-5.5%	-32.9%	-7.6%	-1.5%	-32.3%[59 µM]	6.3%
47	Cc1cnc(NC(=O)Cc2ccccc2F)s1	1.2%	22.0%	-7.4%	-12.2%	-2.0%	-4.6%	7.1%	-5.0%	6.4%

With a hit mark in BAZ2B inh, of those listed so far:
No. | SMILES | BLM helicase inh | POLB inh | JMJD2A Tudor | Pol eta inh | BAZ2B inh | POLI inh | Pol kappa inh | G9a inh
19 | Cc1ccc(S(=O)(=O)N2[C@@H](c3ccccc3F)C(C(=O)O)=CC[C@H]2c2ccc(Cl)c(Cl)c2)cc1 | / | / | -18.6% | -5.2% | 70.8µM* | -11.4% | -15.0% | -28.1%[2.33 µM]
24 | O=C(N/N=C/c1ccc(O)cc1O)C(=O)N/N=C/c1ccc(O)cc1O | -10.0% | ? | 2.51µM* | -17.8% | 35.5µM* | ? | -13.6% | 28.0%[59 µM]

This is a subset (hit frequency here may not be typical).
